# TRb SRC2 PPI – disrupts binding of human TR beta to SRC2; TRbeta-SRC2 peptide binding, fluorescence polarization; receptor liganded with 1 µM T3; Potency, µM (titrated, usually from 106 µM), for inactives: at the top dose activity change, negative = inhibition, most hits filed as inhibitors; P10828; AID 1469; hit rate 0.065% among 280,000;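 note: plate controls were bound peptide for no effect and peptide without receptor for full effect; nearly all actives have a fitted effect of over 50% in size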
#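 Human TRb LBD (0.6 uM) plus Texas Red-labeled SRC2 peptide (20 nM), 1uM T3, 5% DMSO, 5 hr at ambient temperature. Decreased polarization (555/632 nm) flags inhibition; data normalized to free and bound peptide controls.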
# HTT ATP protect – protects HTT-Q103 PC12 cells, measured by ATP; Potency, µM (top dose mostly 56.4 µM), inactives show cytoprotection (ATP increase), actives largely listed as activators; PC12 HTT-Q103 induced, cytoprotection, ATP luminescence, 40 h; AID 1471; hit rate 0.14% among 230,000;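 note: % of control where 0% means no effect; nearly all actives have a fitted effect of over 45% in size; toxic huntingtin expression switched on by the ecdysone agonist tebufenozide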
#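 Compounds were screened for protection of PC12 cells against cell death after tebufenozide induction (100 nM final) of mutant Huntingtin exon 1 (Q103) fused to GFP.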
# TR SRC2 fluor cs – counter-screen for TRb-SRC2 inhibitors: fluorescence interference. TRb/SRC2 Texas Red total fluorescence interference. Potency, µM (doses to about 106 µM), for inactives: at the highest dose fluorescence change, negative = quenching. hit rate 0.29% among 280,000; active = well fitted curve in either direction with a large enough effect; inconclusive = small, poorly fitted or top-dose-only effect; note: % is set by controls: 0 for no effect and ±100 for the full control effect
#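 Human TRb ligand-binding domain at 0.6 uM with 20 nM Texas Red SRC2 peptide in Tris buffer containing 1 uM T3 and 5% DMSO, incubated with compound 5 h at ambient temperature. Total fluorescence (555/632 nm) calculated as parallel + 2 × perpendicular.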
# L3MBTL1 block – L3MBTL1 (human) inhibition; Q9Y468; AlphaScreen L3MBTL1–H3K9me1 peptide binding; Potency, µM (doses to about 57.1 µM), for the others: at the top dose activity, negative = inhibition, hits mostly inhibitors; hit rate 0.66% among 230,000; note: % is set by controls: 0 for no effect and ±100 for the full control effect; nearly all actives have a fitted effect of over 60% in size
# Target sequence (Q9Y468 whole entry, looked up): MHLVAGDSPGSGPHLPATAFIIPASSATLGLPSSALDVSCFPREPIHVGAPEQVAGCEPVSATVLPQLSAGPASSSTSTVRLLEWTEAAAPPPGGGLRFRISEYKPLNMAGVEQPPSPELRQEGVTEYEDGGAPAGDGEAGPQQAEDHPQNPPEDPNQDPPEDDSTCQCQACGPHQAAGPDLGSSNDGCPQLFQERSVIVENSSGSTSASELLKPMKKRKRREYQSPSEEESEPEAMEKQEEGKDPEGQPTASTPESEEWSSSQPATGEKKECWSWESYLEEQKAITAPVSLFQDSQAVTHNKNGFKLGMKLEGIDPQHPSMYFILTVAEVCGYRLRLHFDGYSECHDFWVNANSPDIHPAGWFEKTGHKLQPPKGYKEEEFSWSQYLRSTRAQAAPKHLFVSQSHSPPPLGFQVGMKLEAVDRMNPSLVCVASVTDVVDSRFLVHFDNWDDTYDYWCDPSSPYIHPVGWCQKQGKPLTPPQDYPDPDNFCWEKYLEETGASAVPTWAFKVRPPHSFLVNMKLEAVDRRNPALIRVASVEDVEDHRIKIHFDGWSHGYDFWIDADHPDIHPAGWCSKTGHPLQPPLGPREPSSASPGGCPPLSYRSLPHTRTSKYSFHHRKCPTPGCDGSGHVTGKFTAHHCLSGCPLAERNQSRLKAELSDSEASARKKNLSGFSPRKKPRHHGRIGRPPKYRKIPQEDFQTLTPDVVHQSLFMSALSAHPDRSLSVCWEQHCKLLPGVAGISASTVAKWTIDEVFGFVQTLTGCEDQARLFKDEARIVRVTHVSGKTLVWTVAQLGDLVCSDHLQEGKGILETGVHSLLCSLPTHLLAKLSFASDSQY
#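 AlphaScreen assay: L3MBTL1 (50 nM final) was preincubated 30 min at room temperature with biotinylated H3(1-15)K9me1 peptide (75 nM final), then 30 min with library compounds; streptavidin donor and nickel chelate acceptor beads (10 ug/mL final) added, 30 min dark.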
# Tau fibril ThT – blocks human tau fibril formation measured by thioflavin T; recombinant tau K18 P301L, heparin-induced fibrillization, ThT fluorescence; hit rate 2.1% among 270,000; AID 1460; Potency, µM (top dose mostly 57.4 µM), for the others: top-dose activity, negative = inhibition, hits mostly inhibitors; note: % is set by controls: 0 for no effect and ±100 for the full control effect; nearly all actives have a fitted effect of over 55% in size
# Target sequence (P10636 561-689 P618L limits assumed): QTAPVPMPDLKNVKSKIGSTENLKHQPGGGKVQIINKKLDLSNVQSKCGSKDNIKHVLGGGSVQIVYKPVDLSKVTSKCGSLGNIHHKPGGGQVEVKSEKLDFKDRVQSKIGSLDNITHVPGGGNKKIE
#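 Heparin-induced (20 uM) aggregation of recombinant human K18 P301L tau, 15 uM unlabeled with 0.24 uM labeled, pH 7 acetate buffer, 6 hr at 37 C with compound. Fibrils quantified by 30 uM ThT fluorescence after 1 hr ambient incubation.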
# Tau fluor counter – counter-screen for tau fibril formation inhibitors; tau K18 P301L Alexa594 fluorescence, heparin fibrillization; Potency, µM (doses to about 57.7 µM), for inactives: top-dose activity change, negative = decrease; hit rate 0.93% among 280,000; AID 1463; note: % is set by controls: 0 for no effect and ±100 for the full control effect; nearly all actives have a fitted effect of over 55% in size
#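 Human tau K18 P301L (15 uM unlabeled, 0.24 uM Alexa 594-labeled) in 100 mM sodium acetate pH 7 with 20 uM heparin, 6 hr at 37 C. ThT 30 uM added, 1 hr ambient; Alexa 594 FP and total fluorescence read at 555/632 nm.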
# Tau FP inhib – tau fibrillization inhibition (FP) | hit rate 0.39% among 280,000 | K18 P301L tau heparin fibrillization, Alexa594 FP, 6 h | AID 1468 | Potency, µM (series often up to 57.7 µM), inactives show at the top dose activity, negative = inhibition, hits mostly inhibitors; note: % is set by controls: 0 for no effect and ±100 for the full control effect; nearly all actives have a fitted effect of over 55% in size
#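 FP of Alexa 594-tau after heparin (20 uM) induction. Substrate: human K18 P301L, 15 uM unlabeled, 0.24 uM labeled. Buffer 100 mM sodium acetate pH 7. 6 hr, 37 C.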
# RECQ1 inh – inhibitors of human RECQ1 DNA helicase; P46063; AID 2549; Potency, µM (doses to about 57.3 µM), for the others: at the highest dose activity, negative = inhibition, most hits filed as inhibitors; RECQ1 DNA unwinding, red fluorescence kinetic read; hit rate 0.54% among 240,000;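 note: plate controls were vehicle for no effect and no enzyme for full effect; nearly all actives have a fitted effect of over 30% in size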
#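 50 nM RECQ1T1 preincubated 15 min with compound in Tris pH 8.0 buffer with MgCl2, DTT, Tween-20 and 2.5 ug/ml poly(dI-dC); started with 200 nM TAMRA/BHQ-2 forked duplex and 2 mM ATP. Unwinding read as fluorescence (525/598 nm), two reads 2 h apart.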
# * marks the source's active call; other numbers are inactive results; i = inactive; ? = inconclusive; / = not tested or not shown; [ ] = remark or other dose. Unless noted, calls come from the whole dose curve; as a rule, active = well fitted curve in the direction sought with a large enough effect; inconclusive = small, poorly fitted or top-dose-only effect, or another doubt; inactive = no such curve, though single readings can be large; an effect the other way counts as inactive or inconclusive. Potency is the fitted concentration of half-maximal effect.
SMILES,TRb SRC2 PPI,HTT ATP protect,TR SRC2 fluor cs,L3MBTL1 block,Tau fibril ThT,Tau fluor counter,Tau FP inhib,RECQ1 inh
COc1cccc(N2CCN(C3CC(=O)N(c4ccc(Cl)cc4)C3=O)CC2)c1 (stereo unspecified),-2%,-4%[10 µM],0%,/,-18%,-8%,5%,i
O=C(OCC(=O)N1CCN(C(=O)c2ccco2)CC1)c1cc(-c2ccc(Cl)c(Cl)c2Cl)nc2ccccc12,1%,-61%[inhibitor],-4%,/,-10%,-9%,11%,0%
CC(=NCCN1CCNCC1)C1=C(O)CC(C)(C)CC1=O,7%,-27%,3%,0%,?,-12%,3%,-2%
CCOC(=O)c1ccc(N2C(=O)C3CC=CCC3C2=O)cc1 (stereo unspecified),-7%,-3%,2%,4%,-1%,0%,1%,-11%
C=CCOc1ccc(C2C(C#N)=C(N)N(Nc3ccccc3)C3=C2C(=O)CCC3)cc1OC (stereo unspecified),8%,-10%,3%,4%,-4%,-8%,-6%,i
CN(C(=O)c1ccc2c(c1)SC1=NS(=O)(=O)CCN12)C(c1ccccc1)c1ccccc1,-7%,12%[10 µM],2%,2%,-6%,4%,3%,-3%
O=C(Cn1c(NCCO)nc2ccccc21)NCC(F)(F)F,-3%,7%[10 µM],-4%,/,4%,1%,3%,i
Cc1nn(-c2ccccc2)c(N)c1N=Nc1cccc(S(=O)(=O)N2CCOCC2)c1,-6%,-19%[10 µM],-7%,-6%,?,?,6%,-12%
CCCNC(=O)C(Cc1ccccc1)NS(=O)(=O)c1ccc2c(c1)CCC(=O)N2 (stereo unspecified),-5%,6%,0%,/,-14%,-7%,12%,-4%
C/C(=N/NC(=O)CN1CCN(S(=O)(=O)c2ccc(C)cc2)CC1)c1cccc(O)c1,-1%,23%[10 µM],-1%,6%,-7%,-13%,-7%,-11%
CCS(=O)(=O)Nc1cc(OC)c(OC)cc1Cc1nccc2cc(OC)c(OC)cc12,0%,13%[10 µM],-2%,/,-9%,0%,3%,-5%
C=CCNc1cnn(-c2ccc(C)cc2)c(=O)c1Sc1ccc(C)cc1,3%,-49%[inhibitor],-3%,2%[2.29 µM],-14%,-13%,8%,i
O=C(c1ccc(Cl)cc1)N1CCC(c2ccncc2)CC1,-1%,/,-3%,/,12%,12%,-2%,/
O=C(c1ccco1)N1CCN(C(c2ccccc2Cl)c2nnnn2Cc2cccs2)CC1 (stereo unspecified),-9%,12%,-4%,-13%,-19%,-2%,-4%,-15%
COc1ccc(C(C)C)cc1S(=O)(=O)Nc1ccccn1,-18%,10%,-2%,/,-4%,-4%,-3%,i
CCOc1ccc(OCC)c(-c2c(=O)n(OCc3ccc(C(C)(C)C)cc3)c3ccccc3[n+]2[O-])c1,-7%,-29%,-1%,-10%,-4%,-11%,-3%,-16%
CCCCCNC(=O)N[C@H](C(=O)O)C(C)C,-1%,/,-3%,1%,-10%,-4%,6%,2%
Cn1c(=O)c2c(nc(CN3CCN(c4ccc(F)cc4)CC3)n2Cc2ccccc2F)n(C)c1=O,-21%,-16%,-1%,31%[activator],-14%,-6%,2%,-4%
Cc1ccc(OCCSc2nc3ccc(NC(=O)COc4ccc(C)cc4)cc3s2)cc1,-3%,/,2%,/,?,-26%,1%,/
COc1cc(/C=N/S(=O)(=O)CCc2ccccc2)ccc1O,0%,22%[10 µM],-4%,-5%,0%,1%,2%,-12%
O=C(c1ccc2c3n(nc2c1)-c1ccccc1CO3)N1CCCCC1,-6%,-94%[inhibitor][10 µM],0%,/,?,-19%,5%,i
Cc1nnc(SCc2cccc3ccccc23)n(N)c1=O,-10%,15%[10 µM],-1%,-4%,-5%,-13%,-3%,-1%
COc1ccc(-c2nc3ccccc3o2)cc1NC(=O)COc1ccc(C(C)(C)C)cc1,0%,/,-4%,/,2%,-9%,-6%,/
CSc1cccc(NC(=O)CN2C(=O)c3ccccc3S2(=O)=O)c1,11%,-21%,1%,/,-7%,-18%,-7%,-2%
O=C(NCCCN1CCOCC1)c1cc2c(=O)[nH]c3ccccc3c2s1,-7%,0%[10 µM],-1%,24%,3%,2%,-2%,31%[activator]
C=CCn1c(SCC(=O)Nc2sc(C)c(C)c2C(=O)OCC)nnc1-c1sc(N)nc1C,14%,-1%,-1%,51%[activator][11.4 µM],?,-4%,10%,1%
CC(C)C(=O)NC(C)C(c1cccs1)N1CCN(c2ccccc2)CC1 (stereo unspecified),6%,12%[0.074 µM],2%,?,-9%,-8%,2%,i
Cc1ccc(NC(=O)COC(=O)c2ccc3c(c2)OCCO3)cc1S(=O)(=O)N1CCOCC1,-6%,-1%,2%,/,-7%,?,-13%,-5%
O=C(CSc1nc(O)c(-c2ccccc2)c(=O)[nH]1)N1CCOCC1,-6%,?,0%,7%,?,-13%,-11%,-7%
COc1cc(C(=O)NCCS(=O)(=O)N2CCN(c3ccccc3)CC2)cc(OC)c1OC,-5%,/,-4%,/,3%,-1%,-8%,/
Cc1ccc(-n2nnc(-c3ccnc4ccccc34)n2)cc1,5%,-2%[10 µM],0%,7%,?,-18%,-1%,-11%
O=C(CCc1nc(-c2cccs2)no1)Nc1ccc([N+](=O)[O-])cc1,-6%,/,8%,/,?,?,?,/
CCOC(=O)C1(CCOC)CCN(Cc2ccc(C3CCCCO3)s2)CC1 (stereo unspecified),-1%,-5%[10 µM],2%,-8%,-5%,-4%,-3%,i
O=C(Nc1ccc(Br)cc1)c1ccc(F)c(S(=O)(=O)NCc2cccs2)c1,4%,38%[10 µM],1%,-14%,9%,?,?,?
Cc1ccc(CNC(=O)Cn2nc(C)n3cccc3c2=O)cc1,-7%,/,-1%,/,9%,-19%,?,/
CCOc1ccc(-c2nc(-c3ccc(OC)cc3)no2)cc1OCC,1%,9%[10 µM],1%,8%,?,-23%,-5%,-1%
COc1ccc(C2CC(c3ccccc3)=NN2S(=O)(=O)c2ccccc2)cc1 (stereo unspecified),8%,29%[10 µM],4%,2%,1%,-25%,-11%,?
Cc1ccc(CNC(=O)c2nn(C)c(C)c2[N+](=O)[O-])cc1,6%,/,-2%,5%,-11%,-2%,-7%,i
COc1ccc(NC(=O)Cc2c(F)cccc2Cl)cc1,-8%,-13%,0%,9%,11%,11%,2%,i
O=C(N=c1ccn(-c2nc3ccccc3nc2NS(=O)(=O)c2ccc(Cl)cc2)cc1)c1ccccc1Cl,4%,1%[10 µM],2%,-7%,?,-19%,-11%,11%
CCOC(=O)c1csc(NNC=O)n1,1%,17%[10 µM],1%,0%,1%,3%,-4%,-1%
CCOc1ccc(Nc2ncnc3onc(-c4ccc(Cl)cc4)c23)cc1,2%,/,2%,/,-9%,-24%,-1%,/
O=C(NCc1ccccn1)Nc1ccc(F)cc1,-13%,-15%,-1%,1%,0%,4%,2%,-8%
OCCC1CN(Cc2cnc(-c3ccccc3)s2)CCN1Cc1ccccc1 (stereo unspecified),-3%,19%[10 µM],-1%,-4%,-9%,-1%,3%,i
O=C(CN1CCN(c2ncccn2)CC1)N1CCc2ccccc21,0%,10%[10 µM],-5%,11%,-6%,-5%,-8%,-5%
Cn1c(=O)c2c(ncn2CC(=O)NCc2cccnc2)n(C)c1=O,-3%,-20%,1%,2%,-11%,-12%,-11%,i
O=C(CN1CCN(c2ccccc2)CC1)Nc1ccccc1Cl,-3%,-21%,0%,1%[11.4 µM],-14%,-9%,0%,i
Cc1cccc(CC(=O)NCCc2csc(-c3ccc(C(F)(F)F)cc3)n2)c1,4%,/,5%,/,-21%,-23%,1%,/
S=C(Nc1ccccc1Cl)N1CCCCC1,-3%,/,-4%,5%,-6%,-5%,-2%,-2%
C/C(=N\NC(=O)Cn1c(C)nc2ccccc21)c1cccs1,5%,3%[10 µM],0%,1%,4%,-1%,7%,-1%
O=C(OCc1ccc([N+](=O)[O-])cc1)C1CC(=O)N(c2ccccc2)C1 (stereo unspecified),-5%,14%,-8%,/,-8%,-12%,1%,-17%
CC(=O)N1CCN(c2ccc([N+](=O)[O-])c(NCC3CCCO3)c2)CC1 (stereo unspecified),-6%,-18%,-2%,-8%,14µM*,0%,-1%,i
O=C(c1ccc(F)cc1)N1CCCCC(Sc2nnnn2-c2ccccc2)C1=O (stereo unspecified),-5%,-13%,2%,/,-2%,-21%,4%,-6%
O=c1[nH]c2ccccc2nc1NCCN1CCOCC1,-4%,-30%,-1%,10%,-5%,3%,-4%,4%
O=C(CSc1nnnn1C1CCCCC1)N1c2ccccc2Sc2ccccc21,-23%,5%,2%,/,-14%,-17%,5%,i
NS(=O)(=O)c1ccc(NC(=O)C2Cc3ccccc3C(=O)O2)cc1 (stereo unspecified),4%,6%,0%,/,-8%,0%,-12%,-1%

# 5 compounds from above, reduced to TRb SRC2 PPI and HTT ATP protect.
SMILES,TRb SRC2 PPI,HTT ATP protect
O=C(OCc1ccc([N+](=O)[O-])cc1)C1CC(=O)N(c2ccccc2)C1 (stereo unspecified),-5%,14%
CC(=O)N1CCN(c2ccc([N+](=O)[O-])c(NCC3CCCO3)c2)CC1 (stereo unspecified),-6%,-18%
O=C(c1ccc(F)cc1)N1CCCCC(Sc2nnnn2-c2ccccc2)C1=O (stereo unspecified),-5%,-13%
O=c1[nH]c2ccccc2nc1NCCN1CCOCC1,-4%,-30%
O=C(CSc1nnnn1C1CCCCC1)N1c2ccccc2Sc2ccccc21,-23%,5%

# 2 records picked at random from the list so far:
SMILES,TRb SRC2 PPI,HTT ATP protect,TR SRC2 fluor cs,L3MBTL1 block,Tau fibril ThT,Tau fluor counter,Tau FP inhib,RECQ1 inh
O=C(c1ccc(F)cc1)N1CCCCC(Sc2nnnn2-c2ccccc2)C1=O (stereo unspecified),-5%,-13%,2%,/,-2%,-21%,4%,-6%
S=C(Nc1ccccc1Cl)N1CCCCC1,-3%,/,-4%,5%,-6%,-5%,-2%,-2%

# This is a subset, so the mix of outcomes need not match the whole.
